Screening data deposited in PubChem by several laboratories.
PPARg SRC-2 ag – promotes SRC-2 coactivator recruitment by human PPARgamma; P37231; PPARgamma LBD-SRC-2 recruitment, biochemical; activation, % at 8 µM; hit rate 0.34% among 200,000; AID 1032; in the data active means activation above about 22%;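 further: 0% = vehicle and 100% = reference agonist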
STAT3 inh – reduces IL-6 driven STAT3 reporter signal; U3A cells, IL-6 STAT3-luciferase reporter, luminescence; host cell line lacks STAT1; inhibition, % at 5.5 µM; hit rate 0.89% among 190,000; AID 862;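 active means inhibition above the mean inhibition across all screened compounds plus 3 SD, cut at about 44% in these data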;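 further: 0% = DMSO only wells and 100% = 100 µM nifuroxazide control wells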
bIAP inh – blocks bovine intestinal alkaline phosphatase activity. purified bovine IAP, CDP-star luminescence, 30 min. inhibition, % at 20 µM. 190,000 tested, under 10 active;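 active means over 50% inhibition of intestinal alkaline phosphatase at 20 µM in the single-dose screen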
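Assay system: bovine IAP enzyme; medium: DEA buffer 100 mM, pH 9.8, with MgCl2 1.0 mM, ZnCl2 0.02 mM; doses: 20 µM single dose; incubation: enzyme reaction for 30 min at room temperature; detection: CDP-star luminescence signal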
TR-FRET SRC-2 ct – flags TR-FRET format artefacts in PPARgamma SRC-2 recruitment agonist screen | TR-FRET ratio at 8 µM | hit rate 0.4% among 200,000 | TR-FRET artefact counter-screen; stronger effect = higher value | AID 1049; in the data active means TR-FRET ratio above about 2000; further: inactives centre near 1500
ROMK mod – modulators of human ROMK potassium channel; Tet-inducible ROMK, thallium flux fluorescence; actives lie on both sides; B-score at 10 µM; hit rate 2% among 130,000;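 active means signal ratio slope over the read window, or its plate-corrected B-score, at least 3 SD from the plate mean, either direction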;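 further: B-score of the F/F0 ratio slope over 7 to 12 s after thallium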
Target sequence (P48048 whole entry, looked up): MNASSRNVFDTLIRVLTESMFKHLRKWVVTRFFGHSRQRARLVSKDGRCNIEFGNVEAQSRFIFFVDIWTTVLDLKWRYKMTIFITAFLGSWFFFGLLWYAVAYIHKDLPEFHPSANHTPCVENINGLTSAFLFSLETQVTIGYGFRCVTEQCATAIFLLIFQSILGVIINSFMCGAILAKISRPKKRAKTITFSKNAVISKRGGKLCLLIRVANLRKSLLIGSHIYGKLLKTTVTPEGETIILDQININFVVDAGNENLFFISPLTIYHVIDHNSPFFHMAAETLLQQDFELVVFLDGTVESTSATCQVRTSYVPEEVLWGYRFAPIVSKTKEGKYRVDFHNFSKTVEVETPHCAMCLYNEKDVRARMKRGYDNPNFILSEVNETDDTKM
STAT1 blocker – reduces IFN-gamma driven STAT1 reporter signal; NIH 3T3 STAT1-luciferase reporter, luminescence; inhibition, % at 5.5 µM; hit rate 0.35% among 200,000; AID 920;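 active means inhibition above a set limit, the mean inhibition across all tested compounds plus 3 SD, cut at about 34% in these data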;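 further: 0% = IFN-gamma with DMSO and 100% = IFN-gamma with 300 µM nifuroxazide; values of inactives mirror those of a sister screen read the other way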
PPARg SRC1 recr – PPARgamma-driven SRC-1 recruitment agonism; hit rate 0.41% among 200,000; P37231; PPARgamma-SRC-1 coactivator recruitment biochemical assay; activation, % at 8 µM; in the data active means activation above about 19%;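 further: 0% = DMSO and 100% = reference agonist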
STAT3 activator – STAT3 signaling activation; U3A cells, IL-6 STAT3-luciferase reporter, luminescence; 100% = signal with IL-6 EC80 alone; activation (% of control), % at 5.6 µM; hit rate 0.91% among 190,000; AID 871;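 active means activation above the screen-wide mean of compound activation plus 3 SD, cut at about 130% in these data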;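 further: 0% = background luminescence of wells with medium and substrate only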
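Material: STAT3-luciferase reporter U3A cells. Controls: IL-6-treated wells, 100% activation. Read-out: % activation versus median of IL-6-stimulated wells. Probe or stimulus: IL-6 stimulus at 33 ng/mL final. Timing: compound 1 h, then IL-6 6 h at 37 °C. Signal: reporter luminescence signal.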
bIAP activator – intestinal alkaline phosphatase (bovine) activation. purified bovine IAP, CDP-star luminescence, 30 min; stronger effect = higher value; fold of DMSO-control signal, blank-subtracted. activation factor at 20 µM. hit rate 0.17% among 200,000. AID 1016;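 active means activation factor of 2 or more at 20 µM, a signal rise over negative controls twice the positive control's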
TNAP act hiacc – activators of human TNAP at high phosphate acceptor concentration; purified TNAP, CDP-star luminescence, 1 M DEA, 30 min; stronger effect = higher value; 0 = EDTA background, 1 = DMSO-only activity; AID 1136; 200,000 tested, under 10 active; P05186; activation factor at 20 µM;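 active means activation factor at least 2 at 20 µM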
Target sequence (P05186 whole entry, looked up): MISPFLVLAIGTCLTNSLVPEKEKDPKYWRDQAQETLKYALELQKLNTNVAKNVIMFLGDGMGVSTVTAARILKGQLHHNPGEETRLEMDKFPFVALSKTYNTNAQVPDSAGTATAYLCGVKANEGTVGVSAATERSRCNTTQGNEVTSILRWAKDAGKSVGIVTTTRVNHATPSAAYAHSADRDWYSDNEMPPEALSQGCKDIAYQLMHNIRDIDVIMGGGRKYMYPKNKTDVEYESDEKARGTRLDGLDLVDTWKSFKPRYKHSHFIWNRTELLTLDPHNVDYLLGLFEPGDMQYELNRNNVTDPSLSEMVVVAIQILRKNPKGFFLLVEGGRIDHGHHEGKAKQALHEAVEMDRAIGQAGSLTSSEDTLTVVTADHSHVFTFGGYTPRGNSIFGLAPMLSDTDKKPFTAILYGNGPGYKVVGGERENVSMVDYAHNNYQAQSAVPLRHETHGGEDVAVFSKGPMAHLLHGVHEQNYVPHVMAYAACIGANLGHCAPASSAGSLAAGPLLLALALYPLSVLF
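system = human TNAP | amount = enzyme diluted 1/800 final | reagent = 100 µM CDP-star substrate | signal = luminescent substrate turnover signal | dosing = one dose, 20 µM | benchmarks = EDTA negative control, DMSO positive control | measure = activation factor | timing = 30 min reaction, room temperature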
PPARg SRC-3 ag – promotes SRC-3 coactivator recruitment by human PPARgamma. P37231. biochemical PPARgamma/SRC-3 coactivator recruitment assay. activation, % at 8 µM. hit rate 0.26% among 200,000; in the data active means activation above about 23%;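 further: 0% = DMSO and 100% = reference agonist; some compounds past the cut are filed as inactive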
Numbers without * were called inactive; . = no result given. An unsorted share of the library; any-hit rate near 3.7%.

SMILES	PPARg SRC-2 ag	STAT3 inh	bIAP inh	TR-FRET SRC-2 ct	ROMK mod	STAT1 blocker	PPARg SRC1 recr	STAT3 activator	bIAP activator	TNAP act hiacc	PPARg SRC-3 ag
CC(=O)c1ccc(N2C(=O)[C@@H]3C(CCC(N)=O)NC4(C(=O)Nc5c4ccc(Cl)c5C)[C@@H]3C2=O)cc1 (some centres undefined)	-5.0	-38.5	1.6	1664	0.56	15.9	7.2	136.6*	1	1.1	-0.8
O=C(Cc1cccs1)Nc1ccc(-c2nc3ccccc3[nH]2)cc1	-6.2	-13.3	10.7	1500	.	-50.7	-2.7	114.8	0.9	1.1	-13.0
Cc1ccc(CN(Cc2cc3cccc(C)c3[nH]c2=O)C(=S)NCCCN(C)C)cc1	-1.4	6.9	11.4	1456	-2.18	-5.9	-4.6	97.0	0.9	1.1	-0.5
Cc1ccc(C(=O)Nc2c3c(nn2C(C)(C)C)CS(=O)(=O)C3)cc1C	3.6	-2.4	6.9	1655	.	6.0	-0.7	105.3	0.9	1.1	-0.8
O=C(Nc1ccccc1-c1nnc(SCc2ccccc2)o1)c1ccccc1	10.5	21.6	23.3	1867	.	-1.8	2.8	84.7	0.8	1.1	-1.7
CNC(=S)Nc1ccc2nc(C)c(C)nc2c1	3.9	22.7	-0.1	1856	.	1.0	1.3	89.9	1	1	-4.9
O=c1oc2cc(OCc3c(F)c(F)c(F)c(F)c3F)ccc2cc1-c1ccccn1	4.6	-8.5	19.1	1619	.	0.7	8.8	102.7	0.8	1	-1.7
O=C(CN1CCc2ccccc2C1)Nc1cc(S(=O)(=O)N2CCOCC2)ccc1N1CCOCC1	3.7	-4.6	2.3	1395	.	0.1	3.9	104.6	1	1	-2.2
S=C(Nc1ccc2nc(-c3ccccn3)c(-c3ccccn3)nc2c1)N1CCCCC1	0.4	0.9	-11.9	1397	0.51	2.3	-0.5	100.5	1.1	0.9	1.1
COC(=O)C1=C(O)/C(=C\c2cc(C)n(-c3ccc(F)cc3)c2C)N=C1C	7.6	6.3	1.9	1654	1.11	-2.1	9.6	96.5	1	1	2.9
COc1ccc(CNC(N)=O)cc1	-5.1	0.3	.	1456	0.217	-2.1	-1.8	102.4	.	.	-3.6
Cn1c2c(c(=O)n(C)c1=O)[C@@H]1c3c(ccc4ccccc34)OC[C@@H]1CO2	11.7	6.9	-1.7	1662	.	0.0	4.3	102.9	1	1	5.2
COc1cc(C(=O)NCCSc2ccc(Br)cc2)cc(OC)c1OC	-1.3	2.1	-4.5	1726	-0.195	3.8	8.4	100.1	1	1.1	4.4
Cc1ccc(S(=O)(=O)NC(=O)c2cc(C)n(CC(c3ccccc3)N(C)C)c2C)cc1 (centres undefined)	1.1	-2.1	-12.0	1626	-0.152	0.0	3.1	103.8	1.1	1	3.1
CCOc1ccc(OCCSc2nc(-c3ccccc3)cc(=O)[nH]2)cc1	-3.3	-2.6	-8.2	1460	0.716	-2.4	-1.4	104.2	1.1	1	-0.5
O=C(CN1C(=O)C2CC=CCC2C1=O)Nc1ccc(S(=O)(=O)N2CCOCC2)cc1 (centres undefined)	2.7	-2.2	-4.8	1504	-0.518	-0.1	1.0	106.2	1	1	2.1
COC(=O)c1ccc(NC(=O)NCCCl)cc1	2.9	22.1	-5.7	1657	-0.0418	5.3	-5.9	84.7	1.1	1	2.0
CC(=O)Nc1cccc(-c2nnc(-c3ccccc3)o2)c1	-2.2	-3.3	4.8	1579	0.00503	-36.7	-9.3	104.0	1	1	-5.7
Cc1[nH]n(-c2ccccc2)c(=O)c1C=Nc1ccc(S(=O)(=O)Nc2nccs2)cc1	3.5	-2.3	-9.3	1662	0.0392	-15.3	5.1	113.8	1.1	1	2.8
CCCC(=O)Nc1cccc(-c2cn3ccsc3n2)c1	-1.3	6.6	6.8	1740	.	-8.5	-0.5	102.9	0.9	1	-0.1
Cc1ccccc1CS(=O)(=O)Cc1ccc(C(=O)NCC2CCCO2)o1 (centres undefined)	9.0	5.6	-0.8	1539	-0.833	11.1	-0.5	97.7	1	1	3.8
O=C1CC(c2ccccc2)c2cc(O)ccc2O1 (centres undefined)	7.3	9.9	7.1	1749	.	7.8	1.6	97.0	0.9	1	-1.7
O=C1CC(=C(c2ccccc2)c2ccccc2)C(=O)N1CCCN1CCN(c2cccc(Cl)c2)CC1	10.5	-14.3	3.1	1476	0.939	-5.8	5.2	112.1	1	1	-2.2
CCCCOc1ccc(NC(=O)CSc2nnnn2C)cc1	-4.0	6.5	8.2	1354	-0.239	-2.8	-4.7	97.2	0.9	1	3.6

Overlap with the part before: four entries; new compounds follow.
SMILES	PPARg SRC-2 ag	STAT3 inh	bIAP inh	TR-FRET SRC-2 ct	ROMK mod	STAT1 blocker	PPARg SRC1 recr	STAT3 activator	bIAP activator	TNAP act hiacc	PPARg SRC-3 ag
Cc1ccccc1CS(=O)(=O)Cc1ccc(C(=O)NCC2CCCO2)o1 (centres undefined)	9.0	5.6	-0.8	1539	-0.833	11.1	-0.5	97.7	1	1	3.8
O=C1CC(c2ccccc2)c2cc(O)ccc2O1 (centres undefined)	7.3	9.9	7.1	1749	.	7.8	1.6	97.0	0.9	1	-1.7
O=C1CC(=C(c2ccccc2)c2ccccc2)C(=O)N1CCCN1CCN(c2cccc(Cl)c2)CC1	10.5	-14.3	3.1	1476	0.939	-5.8	5.2	112.1	1	1	-2.2
CCCCOc1ccc(NC(=O)CSc2nnnn2C)cc1	-4.0	6.5	8.2	1354	-0.239	-2.8	-4.7	97.2	0.9	1	3.6
O=C(NCc1ccccc1)c1ccc(Cl)cc1[N+](=O)[O-]	5.7	19.9	0.4	1727	.	3.5	1.3	91.5	1	1.1	-2.5
CC1=C(C(=O)Nc2ccc(C)cc2C)C(c2ccc([N+](=O)[O-])cc2)n2ncnc2N1 (centres undefined)	0.0	1.4	-7.4	1635	.	2.9	-5.9	103.0	1.1	1	-2.4
O=C(c1ccc(Oc2ccc(C(F)(F)F)cc2[N+](=O)[O-])cc1)N1CCOCC1	-12.0	5.7	-1.3	1573	.	15.2	-4.4	95.1	1	1	-0.3
OC(CSc1c(Cl)cccc1Cl)CN1CCN(c2ccc(F)cc2)CC1 (centres undefined)	5.3	15.7	14.5	1818	.	3.9	7.6	91.8	0.9	1	0.9
CCN(CC)CCNC(=O)c1cc(Sc2nnc(C)s2)nc2ccccc12	-1.2	-7.3	-16.2	1493	-0.559	0.8	0.5	109.9	1.2	1	-3.8
CC(C)(C)c1ccc(CS(=O)(=O)CC2(O)CCN(C(=O)c3cccc(C(F)(F)F)c3)CC2)cc1	3.6	2.2	-0.5	1529	.	-0.5	-1.7	102.3	1	1	2.7
O=C(COC(=O)CCC1CCCCC1)Nc1ccc(OC(F)F)cc1	-5.6	1.4	21.7	1531	-1.29	-1.2	-4.9	104.0	0.8	1.1	-9.5
CN(C)CCNC(=O)c1ccc(-c2nn(C)c(=O)c3ccccc23)cc1	7.5	6.2	1.8	1593	-0.412	1.4	1.2	98.5	1	1	11.2
COc1ccc(N2C(=O)CCC(C(=O)c3ccccc3)=C2C)cc1	-3.8	-1.4	-0.7	1421	.	4.5	9.4	106.8	1	1	0.5
COCCNC(=O)CSc1nccn1Cc1ccc2c(c1)OCO2	3.0	-3.7	3.3	1391	.	-6.4	-0.7	102.8	1	1.1	-2.0
Cc1ccc(C(=O)Nc2ccc(CN3CCCCC3)cc2)c(C)c1	-1.6	-7.7	2.5	1665	-0.525	-6.6	-0.1	110.7	1	1.1	-7.2
COc1ccc(CCn2c(=N)c(C(=O)NCc3ccco3)cc3c(=O)n4cccc(C)c4nc32)cc1	3.4	13.7	2.1	1531	.	-8.6	-1.0	94.5	1	1	5.0
Cn1c(Cn2c(=O)sc3ccccc32)nnc1SCC(=O)N1CCN(c2ccccc2)CC1	7.6	1.4	4.6	1612	.	6.7	9.6	99.0	1	1	1.9
Cc1cc(/C=C2/NC(=O)N(Cc3ccccc3F)C2=O)c(C)n1C	22.6*	0.2	0.8	1764	-0.00983	-1.7	0.8	97.9	1	1	7.6
O=C(O)C1=C[C@@H](c2csc3ccccc23)C[C@@H](OCc2ccc(CO)cc2)O1	5.9	.	-10.5	1553	.	-0.4	1.1	.	1.1	1	4.1
CCc1cc2cc(C(=O)Nc3ccccc3F)sc2s1	7.0	42.2	10.5	1662	.	-50.5	13.1	68.7	0.9	1	19.6
Cc1[nH]n(C2=NCCS2)c(=O)c1N=Nc1ccccc1	5.8	8.8	-1.7	1444	-1.4	-10.9	-3.6	98.3	1	1	0.1
CCOc1ccc(NCc2nnc(SCc3ccc(Cl)cc3)n2-c2ccccc2)cc1	9.7	-3.8	5.9	1633	-0.671	3.5	-1.6	101.8	0.9	1	2.2
COc1ccc(CCNc2oc(-c3ccccc3OC)nc2C#N)cc1OC	2.7	3.8	-3.1	1528	-0.703	-0.2	4.0	99.1	1	1	6.2
Cc1cc(C(=O)NCc2cc(C)n(C)n2)sc1-c1ccccc1	17.0	15.6	-0.5	1607	-1.55	9.2	1.9	90.0	1	1.1	-3.5
CC(C)(C)CN1CCNC(=O)C1CC(=O)N1CCC(C(=O)N2CCOCC2)CC1 (centres undefined)	6.2	7.9	2.1	1602	-0.178	-10.1	0.9	97.9	1	1.1	-0.7
COc1ccc(OC(C)C(=O)N2CC(C)OC(C)C2)cc1 (centres undefined)	13.5	1.1	10.7	1605	-0.0472	3.9	2.9	102.2	0.9	1	-2.4
Cc1cc(Cl)n2c(nc3cc(F)c(F)cc32)c1C#N	3.0	-17.0	-6.2	1587	-7.17*	-35.6	3.8	122.6	1.1	1	7.0
COc1ccc(-c2cc(C(=O)Nc3cc(C)nn3-c3ccccc3)no2)cc1	-9.1	0.1	-0.3	1509	.	-10.8	3.5	103.4	1	1	-9.3
CCOc1cc(C(=O)Nc2nnc(C)s2)cc(OCC)c1OCC	0.7	4.7	0.3	1587	.	-2.5	4.0	100.5	1	1	8.4
O=C(CCNc1cccc(C(F)(F)F)c1)c1ccco1	-2.0	7.0	17.3	1462	-0.826	-0.8	-2.2	94.2	0.8	1	-2.9
